Assay outcomes (PubChem BioAssay)
NLRP3 yeast inh: NALP3 inflammasome inhibitors in reconstituted yeast, primary screen, luminescence, uHTS. Yeast reconstituted NLRP3/ASC/caspase-1, beta-gal luminescence, 24 h. inhibition, % at 10 µM. 330,000 compounds, 0.39% hits. AID 2825, 2010;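 active means inhibition of 50% or more; inactive means inhibition below 50%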;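 further: plate controls were induced DMSO wells for no effect and uninduced yeast grown without galactose for full effect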
GRIN3A LBD mod: binders of NR3A ligand-binding domain, primary screen, biophysical, differential scanning fluorimetry, uHTS | Glutamate receptor ionotropic, NMDA 3A (GRIN3A) ligand-binding domain | NR3A LBD differential scanning fluorimetry, Tm shift; 0% = protein alone, 100% = glycine-bound protein | Tm shift relative to glycine control, % at 25 µM | 340,000 compounds, 2.5% hits | AID 1259313, 2017;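 active means melting temperature shift of at least 10% of the positive control shift, at one fixed dose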
tim10-1 inh: growth inhibitors of tim10-1 mutant yeast, primary screen, luminescence, uHTS. S. cerevisiae tim10-1 ts strain growth, BacTiter-Glo, 24 h. inhibition, % at 20 µM. 330,000 compounds, 2.2% hits. AID 463190, 2010;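 active means inhibition of at least 40%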;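 further: mutant grown at 25 °C; 0% = DMSO wells with yeast and 100% = wells holding no yeast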
tim23-1 inh: growth inhibitors of tim23-1 mutant yeast, primary screen, luminescence, uHTS; S. cerevisiae tim23-1 growth, BacTiter-Glo luminescence, 24 h; inhibition, % at 20 µM; 330,000 compounds, 1.3% hits;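 active means growth inhibition of the mutant yeast at or above 50%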;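 further: temperature-sensitive mutant grown at 25 °C; plate controls were DMSO-treated mutant yeast for no effect and medium wells lacking yeast for full effect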
TIM10 inh: growth inhibitors of isogenic TIM10 control yeast, primary screen, counter-screen for tim10-1 yeast inhibitor project, luminescence, uHTS | S. cerevisiae TIM10 strain growth, BacTiter-Glo luminescence, 24 h | inhibition, % at 10 µM | 330,000 compounds, 1.4% hits;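 active means inhibition of 40% or more at the single tested concentration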;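 further: wild-type TIM10 isogenic control strain grown at permissive 25 °C; 0% = DMSO yeast wells and 100% = minimal medium wells without yeast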
APJ antagonist: antagonists of human apelin receptor APJ, primary screen, CHO-K1 cells, beta-arrestin complementation, luminescence; P35414; inhibition, % at 20 µM; 330,000 compounds, 0.32% hits; AID 2521, 2010;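 active means inhibition above about 40% at 20 µM, limit read from the data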;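 further: cells challenged with 10 nM apelin-13 agonist together with compound; plate controls were apelin-13 plus DMSO wells for no effect and DMSO wells lacking apelin-13 for full effect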
Target sequence (P35414 whole entry, looked up): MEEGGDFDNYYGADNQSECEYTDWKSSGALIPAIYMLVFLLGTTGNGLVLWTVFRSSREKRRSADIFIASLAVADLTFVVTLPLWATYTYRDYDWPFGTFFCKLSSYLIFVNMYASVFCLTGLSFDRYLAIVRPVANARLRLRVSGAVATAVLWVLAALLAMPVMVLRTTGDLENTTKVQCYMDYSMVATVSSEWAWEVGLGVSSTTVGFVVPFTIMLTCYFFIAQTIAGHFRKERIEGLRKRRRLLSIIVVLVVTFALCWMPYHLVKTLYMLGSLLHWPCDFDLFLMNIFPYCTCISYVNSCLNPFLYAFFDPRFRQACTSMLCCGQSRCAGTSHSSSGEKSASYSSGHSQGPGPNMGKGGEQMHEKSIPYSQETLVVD
MIN6 prolif: inducers of MIN6 beta-cell proliferation, primary screen, ATP luminescence, uHTS. MIN6 cells proliferation, ATPlite luminescence, 48 h; cells starved in 0.2% serum; 100% = growth in 10% serum. proliferation, % at 10 µM. 330,000 compounds, 0.29% hits;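 active means compounds whose signal lies at least 3.5 SD above the mean of all wells on their plate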;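 further: 0% = DMSO-treated cells in low-serum medium and 100% = 10% serum control; some compounds called inactive have numbers as strong as hits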
APJ agonist: agonists of human apelin receptor APJ, primary screen, CHO-K1 cells, PathHunter beta-arrestin, luminescence; P35414; 0% DMSO wells, 100% apelin; activation, % at 20 µM; 330,000 compounds, 0.11% hits;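 active means activation more than six SD over the plate average, tested at 20 µM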;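 further: 0% = DMSO alone and 100% = apelin-13 at 10 nM; some results filed as inactive read as strong as hits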
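Assay system – PathHunter CHO-K1 APJ (AGTRL-1) beta-arrestin reporter cells · Compound – one dose, 20 µM compound, 1% DMSO · Timing – compound 90 min 25 °C, reagent 1 h · Measured by – luminescence from split beta-galactosidase complementation, Galacton Star/Emerald II substrate · Measure – beta-arrestin recruitment to APJ as agonist activity, luminescent signal · Benchmarks – DMSO vs Apelin-13 10 nM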
MPTP block: mitochondrial permeability transition pore inhibitors, primary screen, biochemical, isolated mouse mitochondria, absorbance. Ca2+ swelling absorbance, 30 min. inhibition, % at 10 µM. 360,000 compounds, 1.4% hits;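 active means inhibition of 50% or more, scaled per plate between neutral and stimulator controls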;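 further: 0% = DMSO wells given calcium and 100% = 1 mM EGTA wells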
* = called active by the depositor; / = not tested or not shown.

SMILES	NLRP3 yeast inh	GRIN3A LBD mod	tim10-1 inh	tim23-1 inh	TIM10 inh	APJ antagonist	MIN6 prolif	APJ agonist	MPTP block
Cc1cc2ncn(CC(O)COC3CCCCC3)c2cc1C (stereo not drawn)	6	-2	26	11	4	10	0	1	-1.1
O=[N+]([O-])/C=C/c1c(OCc2ccccc2)ccc2ccccc12	9	/	34	61*	73*	5	-3	2	-3.8
COc1ccc(N(C(=O)c2csnn2)C(C(=O)NC2CCCC2)c2cccs2)cc1 (stereo not drawn)	12	-1	-7	8	12	5	-2	0	-1.1
O=C(CNC(=O)CNC(=O)c1ccc(Cl)cc1Cl)NCc1cccc(Cl)c1	25	-1	-11	3	13	-19	-1	4	0.7
CCc1ccc(N(CC(=O)NCc2ccc(OC)cc2)C(=O)CCC(=O)Nc2ccccn2)cc1	5	0	-5	9	15	23	1	-5	-1.4
O=C(CC1NCCNC1=O)Nc1ccc([N+](=O)[O-])cc1 (stereo not drawn)	15	-3	-8	6	-16	-13	-2	-1	-2.5
CC(NC(=O)c1ccccc1Cl)C(=O)N1CCN(Cc2ccc3c(c2)OCO3)CC1 (stereo not drawn)	25	2	-11	8	3	-6	-2	-4	-1.0
COc1ccccc1CN1C(=O)CN(C2CCCC2)C(=O)C1c1ccc(F)cc1 (stereo not drawn)	15	-2	16	23	26	-15	1	-4	-0.5
COc1ccc(C(=O)C2CCCN(C(=O)c3cc(C(C)C)no3)C2)cc1F (stereo not drawn)	0	3	13	9	-1	2	-1	-4	1.6
CC1(C)OC(=O)C=C[C@]2(C)[C@H]3CC[C@@]4(C)[C@H](C(=O)O)OC(=O)[C@H]5O[C@]54[C@]3(C)C(=O)C[C@@H]12	1	3	-16	10	1	-1	0	-5	-1.2
COc1ccc2c(c1OC)C(=O)N(c1cccc(NC(C)=O)c1)C2	2	0	-9	0	5	13	-3	-2	0.4
Cc1cc([N+](=O)[O-])c(C)cc1-c1ccc(/C=N/NC(=O)Cn2nnnc2N)o1	-5	6	6	7	1	18	-3	-4	-0.8
Cc1nn(-c2ccccc2)c(C)c1C(=O)OCC(=O)N1c2ccccc2NC(=O)C1(C)C	-4	0	12	11	2	-15	3	5	-3.5
COc1cccc(OC)c1C(=O)NC(=S)Nc1cccc(NC(=O)c2ccco2)c1	13	-1	-1	4	-4	-15	-3	-4	-0.4
O=C(COC(=O)c1ccccc1[N+](=O)[O-])NNC(=O)c1cccs1	16	-2	-2	0	6	-15	-3	-2	-0.5
O=C(NCc1ccccc1)C12CN(Cc3ccccc3)CC1C(c1cccc([N+](=O)[O-])c1)=NO2 (stereo not drawn)	7	-1	16	18	14	13	-7	-7	2.0
COc1ccc2nc(SCc3cccnc3)c(C#N)cc2c1	-12	-1	6	2	9	22	-3	-3	-1.2
Cc1ccc(N(CC(=O)NCC2CCCO2)C(=O)CCC(=O)Nc2ccccn2)cc1C (stereo not drawn)	3	-10	16	-5	9	-2	-4	-3	0.6
Cc1ccc(S(=O)(=O)NCC(=O)OCCOc2cccc(Cl)c2)cc1	2	-17	37	51*	15	1	-6	-2	0.1
NC(=O)c1sc2nc(-c3ccccc3)ccc2c1N	18	-1	-11	14	6	-7	-4	-2	0.2
Cc1ccc(-n2ccc(=O)c(C(=O)Nc3ccc(S(=O)(=O)N4CCOCC4)cc3)n2)cc1	-6	12*	-3	4	20	9	0	-3	-0.8
CNC(=S)N(Cc1cc2ccc(OC)cc2[nH]c1=O)CC1CCCO1 (stereo not drawn)	-5	0	8	6	1	-11	-1	-1	-1.4
CNC(=O)CN(c1cc(C)ccc1C)S(C)(=O)=O	-11	0	11	13	-9	2	-2	-1	2.4
Cc1sc2ncn(CC(=O)N3CCC(C(N)=O)CC3)c(=O)c2c1S(=O)(=O)N1CC(C)CC(C)C1 (stereo not drawn)	11	1	-18	0	8	8	2	-1	0.5
CC1=C(C(=O)Nc2ccccc2)C(c2ccco2)C(C#N)=C(SCC(=O)OC(C)C)N1 (stereo not drawn)	12	-1	16	14	11	13	-5	1	5.9
O=C(CSc1ccccc1C(=O)O)c1ccc([N+](=O)[O-])cc1	20	-1	10	13	4	-20	0	0	0.4
CC(C)(C)NC(=O)C1CCC(C)(C(=O)O)C1(C)C (stereo not drawn)	-6	0	11	2	3	-14	5	-4	-0.6
COc1cccc(C(=O)NC(=S)Nc2ccccc2N2CCCCC2)c1	18	-9	28	29	41*	24	-7	-4	-0.2
CCOC(=O)COC(=O)c1ccc(Oc2cc(C)nc(SC)n2)cc1	15	-2	10	9	12	-2	3	-3	0.1
COc1ccc(N(C=O)C(=S)SC)cc1	6	-2	22	7	-2	-21	-2	-2	2.8
OC1(c2ccc(Cl)cc2)CCN(Cc2cn[nH]c2-c2ccc(F)cc2)CC1	3	1	-16	-17	2	0	-5	1	-1.9
COc1ccccc1CNC(=O)CN1c2cccc3cccc(c23)S1(=O)=O	21	1	12	19	3	-1	-3	0	-0.9
CN1CCN(c2ccc(NC(=O)c3ccc([N+](=O)[O-])o3)cc2Cl)CC1	32	-2	3	13	-13	-55	-4	3	-1.0
CCC1CCCCN1c1nc2c(C=O)c(C)nn2c2ccccc12 (stereo not drawn)	11	-4	21	46	17	18	-3	-3	1.8
Nc1[nH]n(-c2ccccc2)c(=O)c1N=Nc1ccc2ncsc2c1	41	14*	3	1	-32	24	-1	-5	4.0
O=C(Nc1sc2c(c1-c1nc3ccccc3[nH]1)CCCC2)C1CCCC1	4	0	22	22	22	6	-2	-1	-0.2
CCOc1ccc(-n2c(=S)sc3c(=O)n(-c4ccccc4)c(SC)nc32)cc1	3	1	14	12	-4	9	0	-2	0.0
Cc1cc(C)n2ncc(C(=O)Nc3ccc(Cl)c(Cl)c3)c2n1	5	-5	32	19	11	5	-3	-6	6.2
CCN(C(=O)CSc1nc(C)cc(=O)[nH]1)C1CCCCC1	-5	2	5	14	6	-5	5	-3	-2.2
Cc1ccc(S(=O)(=O)NCc2cn3c(C)csc3n2)cc1	14	-1	5	11	-10	-11	-1	-1	-7.9
O=C(NO)c1ccc(C(=O)N(C2CCCCC2)C2CCCCC2)cc1	6	-1	53*	64*	51*	3	-4	-1	1.2
Cc1onc(-c2c(Cl)cccc2Cl)c1NC(=O)N(C)N	-5	1	6	5	-11	8	-3	0	1.4
O=C(COC(=O)c1ccncc1)NC(=O)C1CCCCC1	20	2	8	20	-1	-15	1	4	0.3
Cc1ccc(NC(=O)n2ncc3c(C)cccc32)c(C)c1	9	0	9	10	4	0	-2	-1	-0.9
O=c1oc2ccc3ccccc3c2c2c1SC(C(F)(F)F)C2 (stereo not drawn)	11	-12	-4	3	-8	3	-3	-1	-2.3
Cc1ccccc1NC(=O)CSc1nc2scc(C)c2c(=O)[nH]1	-5	4	-23	-8	4	8	0	-1	0.6
CCCn1c(SCC(=O)N2CCN(C(C)=O)CC2)nc2sc3c(c2c1=O)CCC3	5	2	-25	-4	-1	14	-2	-6	-1.2
CCOc1ccc(OCc2ccc(C(=O)Nc3cccnc3)o2)cc1	21	-46	-6	-7	-6	7	-2	14	-0.7
O=C(c1ccc2c(=O)n(C3CCCC3)c(=S)[nH]c2c1)N1CCCCCC1	22	-5	9	-40	0	-4	-6	-4	89*
CN(C(=O)C1CCC(=O)N(C2CC2)C1)C1CCCCC1 (stereo not drawn)	16	-3	1	-5	-13	6	1	-1	-0.7
COc1ccc(OC)c(/C=N/NC(=O)CC(=O)NCc2ccccc2)c1	18	1	-3	7	1	20	-2	-3	3.0
CCOC(=O)C1(CC2CCCCO2)CCN(Cc2cc(F)ccc2-n2cccn2)CC1 (stereo not drawn)	15	5	14	-6	17	6	-2	-5	1.0
COc1cccc(-c2cc(N)nn2C(=O)Nc2ccc(Cl)cc2)c1	4	27*	13	5	15	-2	-4	6	1.5
CN1CCN(C2=C(Cl)C(=O)N(Cc3ccccc3)C2=O)CC1	10	2	7	3	-7	10	1	-3	2.9
CCn1nc(C)cc1C(=O)N1CCCC(N2CCN(c3cccc(Cl)c3)CC2)C1 (stereo not drawn)	5	/	14	17	7	-37	3	-4	0.4
COc1ccccc1OCCNC(=O)c1ccc(Br)cc1	31	1	-30	-27	-58	10	0	-2	-1.3
COc1ccc(/C=C/c2nc(S(=O)(=O)c3ccccc3)c(NCCCN(C)C)o2)cc1OC	-7	-2	5	1	7	-9	0	-1	-1.3
CCOc1ccccc1NC(=O)COc1coc(CN2CCCc3ccccc32)cc1=O	22	2	15	17	6	-21	0	12	1.6
O=C(Nc1cccs1)Nc1ccccc1Cl	6	-2	-35	-19	-4	0	-1	-2	0.2
O=C(Nc1nc(-c2ccc(F)c(F)c2)cs1)c1cnccn1	-7	5	-10	-11	-43	19	0	-3	3.2

Compound profiles (already shown).
CCOc1ccccc1NC(=O)COc1coc(CN2CCCc3ccccc32)cc1=O as listed: NLRP3 yeast inh: 22; GRIN3A LBD mod: 2; tim10-1 inh: 15; tim23-1 inh: 17; TIM10 inh: 6; APJ antagonist: -21; MIN6 prolif: 0; APJ agonist: 12; MPTP block: 1.6
O=C(Nc1cccs1)Nc1ccccc1Cl as listed: NLRP3 yeast inh: 6; GRIN3A LBD mod: -2; tim10-1 inh: -35; tim23-1 inh: -19; TIM10 inh: -4; APJ antagonist: 0; MIN6 prolif: -1; APJ agonist: -2; MPTP block: 0.2

Following part:
SMILES	NLRP3 yeast inh	GRIN3A LBD mod	tim10-1 inh	tim23-1 inh	TIM10 inh	APJ antagonist	MIN6 prolif	APJ agonist	MPTP block
CN(C)c1nc(C(N)=O)nc(N2CCOCC2)n1	-3	0	10	11	-2	-16	3	-2	0.8
CC1CCCCN1C(=O)Cn1c(=O)oc2cc(S(=O)(=O)N3CCCC3)ccc21 (stereo not drawn)	28	2	-2	17	-5	-56	-1	-3	1.1
O=C(NCCN1CCOCC1)c1ccc(CS(=O)(=O)Cc2ccccc2F)o1	20	0	5	19	2	-7	3	3	-1.0
CN(CCO)c1ccc(-c2n[nH]c(=O)c3ccccc23)cc1[N+](=O)[O-]	15	-2	4	7	-2	8	0	-2	0.4
CC(NC(=O)CSCc1ccccc1Br)c1ccccc1 (stereo not drawn)	10	5	19	27	15	-7	0	2	-0.2
O=C(OC1CCCCC1=O)c1cc(=O)c2ccccc2o1 (stereo not drawn)	18	-1	8	5	2	15	-3	-1	-2.4
CN1CCN(c2ccccc2NC(=O)C(Cc2ccccc2)n2cccc2)CC1 (stereo not drawn)	18	-3	18	5	6	-2	-5	-5	81*
COc1ccc(N(CC(=O)Nc2ccc(S(=O)(=O)N3CCOCC3)cc2)S(=O)(=O)c2ccc(F)cc2)cc1	-10	-2	5	2	5	-1	-3	1	1.4
CC(=O)C1=C(O)CC(c2ccccc2)CC1=NCCc1c(C)[nH]c2ccc(C)cc12 (stereo not drawn)	13	3	4	-8	1	13	0	-2	-0.4
Cc1ccc(NC(C#N)c2ccccc2OCc2ccccc2)cc1 (stereo not drawn)	33	-4	12	38	28	-7	-3	-3	-1.5
